# Bioassay records deposited in PubChem BioAssay by several laboratories.
# SR-BI DiI inh = inhibitors of mouse SR-BI mediated HDL lipid uptake; Q61009; ldlA[mSR-BI] CHO cells, DiI-HDL uptake fluorescence, 3 h; inhibition, % at 12.5 µM; 320,000 compounds, 0.96% hits; AID 488896;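 active means mean replicate inhibition of at least 70% and a set share of replicates each scoring 70 or more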;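 further: 0% = median of neutral control wells and 100% = median of positive control wells; values of inactives mirror those of a sister screen read the other way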
# Target sequence (Q61009 whole entry, looked up): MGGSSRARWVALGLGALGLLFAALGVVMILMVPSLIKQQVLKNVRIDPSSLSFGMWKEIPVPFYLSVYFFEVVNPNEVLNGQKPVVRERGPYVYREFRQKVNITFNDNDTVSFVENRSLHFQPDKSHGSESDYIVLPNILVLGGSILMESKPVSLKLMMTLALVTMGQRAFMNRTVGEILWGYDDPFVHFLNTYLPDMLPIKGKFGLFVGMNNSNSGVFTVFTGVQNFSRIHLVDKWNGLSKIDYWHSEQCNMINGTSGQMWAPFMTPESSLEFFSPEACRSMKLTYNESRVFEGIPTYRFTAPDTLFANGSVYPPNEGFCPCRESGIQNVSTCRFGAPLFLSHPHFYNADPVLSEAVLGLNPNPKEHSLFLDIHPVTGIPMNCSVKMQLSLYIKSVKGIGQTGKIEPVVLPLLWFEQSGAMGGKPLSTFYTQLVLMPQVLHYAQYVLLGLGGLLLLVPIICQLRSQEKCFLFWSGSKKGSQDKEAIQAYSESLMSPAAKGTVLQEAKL
# NSD2 HMT inh = NSD2 (human) methyltransferase inhibition. inhibition, % at 12.5 µM. 310,000 compounds, 0.54% hits. NSD2 peptide methylation, AlphaScreen, 120 min. AID 743445; in the data active means inhibition above about 50%
# Wnt act = Wnt/beta-catenin pathway activation | Wnt/beta-catenin reporter cell assay, activator, plate reader | activation, % at 9.35 µM | 300,000 compounds, 1.2% hits; in the data active means activation above about 30%, passing the limit was not always enough;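 further: 0% = neutral control wells and 100% = positive control wells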
# V-ATPase pHluor = yeast V-ATPase proton transport regulation by pHLuorin; response, % at 10 µM; AID 504577; S. cerevisiae, pHLuorin cytosolic pH fluorescence; 350,000 compounds, 0.37% hits; in the data active means response mostly above about 7.3%, no sharp cut-off; inactive means mostly below about 5.4%; further: actives read high; inactives centre near 0; some compounds called inactive have numbers as strong as hits; reference of the scale not given here
# PvdQ acylase = blocks Pseudomonas aeruginosa PvdQ acylase activity; inhibition, % at 10 µM; 340,000 compounds, 0.063% hits; AID 488965; purified PvdQ acylase, fluorescence plate reader; in the data active means inhibition above about 30%, passing the limit was not always enough;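 further: 0% = vehicle neutral wells and 100% = reference inhibitor wells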
# HTR5A ag ctr = HTR5A agonism, opioid heterodimer counter-screen. P47898. HTR5A agonist assay, luminescence, cell-based. activation, % at 9.3 µM. 340,000 compounds, 0.61% hits. AID 504692; in the data active means activation mostly above about 9.5%, no sharp cut-off; inactive means mostly below about 7.6%;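 further: 0% = cells with vehicle only and 100% = reference agonist; strong numbers were not always called active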
# Target sequence (P47898 whole entry, looked up): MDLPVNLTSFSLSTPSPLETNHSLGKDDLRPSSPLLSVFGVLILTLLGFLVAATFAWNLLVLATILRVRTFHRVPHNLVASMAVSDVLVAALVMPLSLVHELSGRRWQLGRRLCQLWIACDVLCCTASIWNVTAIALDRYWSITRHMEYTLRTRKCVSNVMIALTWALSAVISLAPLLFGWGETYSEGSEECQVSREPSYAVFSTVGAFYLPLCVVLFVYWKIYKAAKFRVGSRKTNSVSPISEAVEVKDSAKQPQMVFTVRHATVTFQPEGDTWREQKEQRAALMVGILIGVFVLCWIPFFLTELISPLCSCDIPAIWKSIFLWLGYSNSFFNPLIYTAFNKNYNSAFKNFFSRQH
# HTR5A inv ctr = inverse agonist of human HTR5A in OPRM1-OPRD1 counter-screen; P47898; HTR5A cell line, luminescence, inverse agonism; inhibition, % at 9.3 µM; 340,000 compounds, 0.083% hits; AID 504634; in the data active means inhibition mostly above about 23%, no sharp cut-off; inactive means mostly below about 18%;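 further: 0% = cells with DMSO and 100% = no-cell wells with DMSO; some compounds called inactive have numbers as strong as hits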
# dFosB act = activators of mouse delta FosB homodimer | activation, % at 25 µM | 340,000 compounds, 0.99% hits | P13346 | AID 493131 | purified delta FosB, TAMRA-CDK5 oligo fluorescence polarization; percent of positive-control signal above neutral wells;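 active means mean activation above about 17%, with every replicate also reaching it, limit read from the data, passing the limit was not always enough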;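 further: fluorescence polarization rise as delta FosB binds a TAMRA Cdk5 AP-1 oligo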
# CDK5 p35 inh = blocks human CDK5/p35 kinase activity | inhibition, % at 10 µM | 330,000 compounds, 0.01% hits | Recombinant CDK5/p35, ADP-Glo luminescence, 60 min;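 active means highest replicate inhibition of at least 50% and at least 75% of replicates reaching 50%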;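 further: plate controls were DMSO neutral control for no effect and GW8510 at 10 µM for full effect; many of its hits are not listed in these tables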
# MITF TRPM1 HTS = increases MITF-driven TRPM1 promoter luciferase signal; SK-MEL-5 TRPM1-promoter luciferase, 24 h; % of positive control, neutral wells = 0; AID 588334; 300,000 compounds, 0.75% hits; activation, % at 12.5 µM;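 active means mean activation of at least 80% with every replicate also reaching 80%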;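 further: 0% = neutral control wells and 100% = parthenolide positive control wells; values of inactives mirror those of a sister screen read the other way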
# * = called active by the depositor; / = not tested or not shown.
SMILES,SR-BI DiI inh,NSD2 HMT inh,Wnt act,V-ATPase pHluor,PvdQ acylase,HTR5A ag ctr,HTR5A inv ctr,dFosB act,CDK5 p35 inh,MITF TRPM1 HTS
COc1cccc(NC(=O)CN(c2ccc(C)cc2)S(=O)(=O)c2c(C)nn(C)c2C)c1,-16.5,0.5,/,-3.9,-1.0,-0.7,5.9,-10.6,-2.6,/
C=CCNc1nc(-c2sc(NC(=O)CC)nc2C)cs1,-0.2,5.4,14.0,5.2,-5.6,0.9,-31.3,-3.8,-0.3,7.2
C(=N\Nc1nc2ccccc2[nH]1)/c1ccccc1,4.9,/,0.4,0.3,-1.4,5.0,-14.0,-1.5,1.1,80.0
CCOC(=O)c1nc(NCc2ccccc2F)c2ccccc2n1,7.6,-1.4,-2.7,-0.7,-8.3,2.5,12.2,-5.5,-0.6,1.8
CC(C)N1CCc2c(sc(NC(=O)c3ccc(C(=O)c4ccccc4)cc3)c2C(N)=O)C1,-4.7,8.0,9.0,-0.9,-4.2,-4.3,15.7,29.2*,0.9,-0.8
O=C(NCCCN1CCOCC1)c1ccc(Sc2ccc(Br)cc2)c([N+](=O)[O-])c1,31.5,0.2,-7.2,1.0,-15.3,-1.5,8.9,-8.2,0.2,-13.1
Cc1ccc(-n2cc(CN3CCN(Cc4nccn4C)CC3)c(-c3ccc(F)cc3)n2)cc1,21.9,0.6,0.9,-0.2,-4.1,-2.0,9.8,-1.3,-0.3,34.6
N#CCc1c(C#N)c(N)nc(N2CCCC2)c1C#N,-3.4,/,-16.2,-2.5,1.3,-2.4,-9.4,3.2,0.2,-3.7
C=C(C)c1cccc(C(C)(C)NC(=O)Nc2ccc(C)cn2)c1,-16.8,/,2.9,3.0,-4.4,6.8,-18.3,-5.8,0.3,-0.8
CCN(CC)S(=O)(=O)c1ccc(C(=O)OCCNC(=O)c2cccnc2)cc1,27.0,0.8,/,-0.7,-16.1,0.7,16.5,-3.3,-0.8,/
Cc1ccccc1CSCc1ccc(C(=O)NCCCN2CCOCC2)o1,-2.4,-9.3,4.5,-3.3,-4.4,3.7,-10.8,-6.9,0.6,6.2
COc1ccc(OC)c(/C=C2\Oc3cc(OCC(=O)N4CC(O)C[C@H]4C(=O)O)ccc3C2=O)c1 (some centres undefined),-3.1,/,-1.9,1.0,7.9,5.3,-13.3,-0.7,0.1,7.4
CC(NC(=O)CSc1ncccn1)c1ccc(Cl)cc1Cl (centres undefined),1.7,-4.3,-0.8,-1.4,3.1,2.5,-6.0,-0.1,0.5,-1.4
COc1cccc(C(=O)Nc2nc(-c3ccccc3)c(-c3ccccc3)o2)c1,40.5,-2.7,/,0.7,-4.4,-1.5,4.3,-6.3,1.9,-23.6
CCCCN(C(=O)Cc1ccc2c(c1)OCCO2)c1c(N)n(CC(C)C)c(=O)[nH]c1=O,-24.6,23.3,-1.2,13.8,-7.3,-2.6,0.7,-9.5,-0.5,7.4

# Brought forward from above: two entries, followed by the next part.
SMILES,SR-BI DiI inh,NSD2 HMT inh,Wnt act,V-ATPase pHluor,PvdQ acylase,HTR5A ag ctr,HTR5A inv ctr,dFosB act,CDK5 p35 inh,MITF TRPM1 HTS
COc1cccc(C(=O)Nc2nc(-c3ccccc3)c(-c3ccccc3)o2)c1,40.5,-2.7,/,0.7,-4.4,-1.5,4.3,-6.3,1.9,-23.6
CCCCN(C(=O)Cc1ccc2c(c1)OCCO2)c1c(N)n(CC(C)C)c(=O)[nH]c1=O,-24.6,23.3,-1.2,13.8,-7.3,-2.6,0.7,-9.5,-0.5,7.4
COc1ccc(-c2cc3ncc(-c4ccccc4)c(N)n3n2)cc1,5.3,-2.1,6.1,1.6,-1.4,1.6,6.8,-7.3,0.3,147.5*
CCC(C)c1c(O)nc(SCC(=O)N2CCCCC2)[nH]c1=O (centres undefined),-7.1,-1.3,3.5,-1.5,-4.2,0.6,-2.1,0.5,-1.0,-9.0
O=C(CNc1ccccc1Cl)N/N=C1\CCCc2ccccc21,-2.2,-3.0,-0.9,1.2,-3.5,20.8*,-10.2,-6.4,-1.3,/
Cc1cc(/C=C(\C#N)C(=O)NCc2ccco2)c(C)n1-c1cccnc1,-4.5,6.2,-2.1,-0.2,-7.3,4.2,-34.0,-5.1,-0.1,37.4
O=C(CNC(=O)c1cc(=O)[nH]c2ccc(S(=O)(=O)N3CCOCC3)cc12)Nc1ccc(F)c(F)c1,-8.4,0.9,1.2,-4.7,-23.4,1.8,18.8,9.3,0.2,10.0
Cc1cc(Nc2ccc3ccccc3c2)n2ncnc2n1,5.6,1.4,/,-1.1,-1.5,-2.8,-17.8,-3.3,3.6,-17.9
O=C1c2cccc3cccc(c23)C(=O)N1CC1CCN(S(=O)(=O)c2ccccc2)CC1,-8.5,0.3,1.1,-3.1,7.5,1.5,-4.2,-11.4,1.1,10.4
COc1ccc(S(=O)(=O)N(C)CC(=O)Nc2ccc(F)cc2)cc1,-14.2,2.4,-0.6,6.2,-16.1,4.4,-18.1,-1.4,-1.5,-7.0
Cc1ccc(CN2CCC(CNS(=O)(=O)c3ccc(-c4ccc(=O)[nH]n4)s3)CC2)cc1,-4.7,-0.9,-3.3,-5.7,7.4,-2.9,15.2,-13.2,0.2,3.9
COc1ccc(Nc2nc(C)cc(C)c2C(N)=O)cc1OC,-3.0,-1.0,-1.1,-1.4,-29.1,1.5,-5.4,1.9,1.9,-10.2
Cc1c([N+](=O)[O-])c(N)nn1C,-19.4,-7.7,0.7,1.0,-19.9,5.4,2.6,0.7,-0.3,2.6
Brc1ccc(Nc2c3c(nc4ncnn24)CCC3)cc1,-1.0,7.2,/,2.5,-12.2,3.9,-13.2,0.5,-2.0,-23.8
CC(=O)c1ccc(NC(=O)CSc2nc(C3CC3)nc3ccccc23)cc1,16.2,-3.5,-4.9,1.3,-3.1,2.1,-0.6,-3.7,-1.2,-4.2
Cc1cccc(C)c1NC(=O)CSc1nc2c([nH]1)c(=O)n(C)c(=O)n2C,/,-0.6,-0.9,2.0,-1.8,4.5,-12.8,3.1,-2.0,-15.2
O=C(O)CC(NC(=O)COc1ccc(Cl)cc1Cl)C(=O)O (centres undefined),-5.3,-3.8,/,10.8,-17.0,1.9,0.2,-5.7,0.2,2.2
CCCCOc1ccc(C(O)(CCN2CCOCC2)c2ccccc2)cc1 (centres undefined),/,-4.4,-3.4,0.3,-6.5,-2.2,8.3,-9.9,-0.1,8.1
Cn1cccc1Cc1nnc(SCC(=O)N2CCCCCC2)n1CCc1ccccc1,11.3,/,1.4,-0.7,-14.3,-2.4,6.4,-0.1,2.1,3.6
Cn1c(=O)c2c(nc(SCC(=O)NCc3ccc4c(c3)OCO4)n2Cc2ccc(Cl)cc2)n(C)c1=O,-23.5,-3.9,-0.3,9.2,10.1,5.3,-14.0,-7.0,3.2,/
CCCNC(=O)NNC(=O)c1cc(-c2ccc3c(c2)OCO3)nc2ccccc12,22.9,-5.3,-0.8,2.7,4.1,0.0,0.1,-5.5,-4.2,-4.0
CCc1cc(SC#N)cc(CC)c1NC(=O)CCl,44.8,-11.5,9.4,5.7,13.4,0.1,6.6,1.9,0.0,-38.0
C[C@@H]1NC(=O)c2cc([N+](=O)[O-])cc(I)c2NCCCC[C@@H](C(N)=O)NC(=O)[C@H](CCC(=O)O)NC1=O,-18.7,/,/,-1.6,-7.8,-2.4,6.5,1.6,0.4,6.7
COc1cc(NC(=S)N2CCN(C)CC2)cc(OC)c1,-23.9,3.6,2.7,-2.5,-11.5,0.6,-2.0,5.6,-1.3,10.5
CC(=O)c1sc(NC(=O)COc2ccc(Cl)cc2C)nc1C,/,-7.1,-3.4,-1.4,-3.2,2.1,13.5,9.8,1.7,15.2
O=C(CCCCN1CCCCC1)c1ccccc1,-19.6,10.7,-0.9,5.0,-12.4,-3.6,-9.3,-0.3,0.6,-1.8
O=C(O)c1cccc(CSc2ncn[nH]2)c1,/,-2.8,-1.9,0.0,-6.1,1.6,14.9,-8.4,-3.2,8.4
Cn1c(=O)c(C(=O)Nc2ncccn2)c(O)c2ccccc21,-12.9,3.8,/,3.6,-16.1,2.5,-6.1,-21.2,0.5,-2.6
COc1ccc(OC)c(C2/C(=C(\O)c3ccc4c(c3)OCCO4)C(=O)C(=O)N2CC2CCCO2)c1 (centres undefined),-6.7,-1.3,5.8,-0.5,-17.3,-0.5,12.4,2.1,-2.0,-4.1
O=C(Cn1ncc(Cl)c(Cl)c1=O)N1CCN(Cc2ccccc2)CC1,-25.1,8.5,-6.1,0.0,-14.7,-6.2,2.0,-4.3,-3.7,-97.7
COc1ccc(CN2C(=O)c3ccccc3C2C(=O)NC2CCCC(C)C2C)c(OC)c1 (centres undefined),/,9.4,-2.6,-1.8,10.4,0.6,9.1,-4.0,1.9,-1.3
COc1ccc2oc(=O)c(/C(C)=N/NC(=O)c3ccncc3)cc2c1,-2.1,2.1,-0.9,2.0,-16.5,0.9,-1.3,-4.9,0.8,8.9

# Structural class, the compounds so far containing a thiophene ring, fused or not (two)
SMILES,SR-BI DiI inh,NSD2 HMT inh,Wnt act,V-ATPase pHluor,PvdQ acylase,HTR5A ag ctr,HTR5A inv ctr,dFosB act,CDK5 p35 inh,MITF TRPM1 HTS
CC(C)N1CCc2c(sc(NC(=O)c3ccc(C(=O)c4ccccc4)cc3)c2C(N)=O)C1,-4.7,8.0,9.0,-0.9,-4.2,-4.3,15.7,29.2*,0.9,-0.8
Cc1ccc(CN2CCC(CNS(=O)(=O)c3ccc(-c4ccc(=O)[nH]n4)s3)CC2)cc1,-4.7,-0.9,-3.3,-5.7,7.4,-2.9,15.2,-13.2,0.2,3.9

# Later entries
SMILES,SR-BI DiI inh,NSD2 HMT inh,Wnt act,V-ATPase pHluor,PvdQ acylase,HTR5A ag ctr,HTR5A inv ctr,dFosB act,CDK5 p35 inh,MITF TRPM1 HTS
O=C(N=C1SC2CS(=O)(=O)CC2N1c1ccc(Cl)cc1Cl)C1CC1 (centres undefined),-14.1,-3.5,0.1,2.9,-12.9,2.5,-6.9,-12.3,1.2,-1.3
CCn1nc(C(=O)O)c(=O)c2cc3c(cc21)OCO3,-3.1,/,0.6,0.3,-0.1,2.1,-11.8,-3.5,-1.3,2.2
COc1cc(/C=C/C(=O)OCC(=O)Nc2ccc(S(N)(=O)=O)cc2)ccc1O,/,8.8,-2.5,0.4,-8.7,4.6,-31.6,-4.9,-0.5,-0.3
CC[C@@]12C(=O)N(c3cccc(F)c3)C(=O)N1[C@H](c1ccc(Br)cc1)[C@@H]1C(=O)N(C(C)(C)C)C(=O)[C@@H]12,-56.7,/,-4.6,-4.5,-14.2,4.2,-11.3,-10.3,-0.3,8.0
CSCCOC(=O)C1=C(C)Nc2ccc(C)cc2S1,8.7,0.3,/,-1.8,-3.8,1.9,15.0,0.7,0.1,11.1
Cc1c(CCC(C)C)c(-n2ccnc2C)n2c(nc3ccccc32)c1C#N,-1.2,4.9,/,-1.9,5.1,-5.7,7.0,-6.0,-1.6,13.7
Cc1ccc(-c2nnn(CC(=O)N3CCCc4ccccc43)n2)cc1,1.9,/,-7.0,5.9,-1.6,1.7,-13.2,-8.5,-1.0,-1.3
Clc1ccc(Cn2ncc3c(NCCN4CCOCC4)ncnc32)cc1,-27.5,/,-3.4,-4.0,-23.9,4.4,-11.7,-2.8,-7.3,-5.6
Cc1ccc(C(=O)NNC(=O)c2cccc(Br)c2)cc1,12.1,/,3.5,0.5,-2.9,-5.8,-0.9,0.5,-1.2,22.0
O=C(NCc1ccc2c(c1)OCO2)C1CC(=O)N(CCc2ccc(Cl)cc2)C1 (centres undefined),-8.2,0.1,3.0,-0.1,-17.0,-4.3,10.3,3.3,-0.7,2.5
